CCT modulator: High-Throughput Screening for Modulators of Cytosolic Chaperonin Activity; actives 0.3% (n = 360,000); AID 651819, 2012; activity change, % (test concentration not listed), hits read low; purified chaperonin ATPase assay, HTRF ADP detection, 30 min; in the data active = activity change below about -30%; note: % is set by controls: 0 for no effect and ±100 for the full control effect
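ATPase activity: ADP formed was measured by HTRF Transcreener (665/615 nm ratio) after 30 min at 37 deg C with 10 uM ATP. Compounds screened at one 76 uM concentration against 40 or 20 nM TRiC in Tris pH 7.4/KCl/MgCl2/DTT buffer.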
IL2 activator: qHTS of IL-2 Activators | activation, % (series mostly up to about 46 µM) | AID 652025, 2013 | actives 0.065% (n = 360,000) | IL-2 activation reporter assay, cell-based qHTS; stimulated with anti-CD3/CD4/CD28 beads; in transgenic mouse T cells; in the data active = activation above about 50%; inconclusive = mostly about 30% to 49%; note: 0% is about no effect
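Screening format: compound pinned onto unstimulated transgenic mouse T cells, 60 min incubation, then anti-CD3/anti-CD4/anti-CD28 bead stimulation for 18 hours at 37 degrees C, followed by EGFP and DsRed detection.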
EPAC2 ag: qHTS for Agonist of cAMP-regulated guanine nucleotide exchange factor 4 (EPAC2): primary screen. EPAC2 activation, biochemical qHTS; response scale: 100% = 6.5 mM cAMP response. Rap guanine nucleotide exchange factor 4 (Homo sapiens), Q8WZA2. actives 0.079% (n = 360,000). Potency, µM (top dose mostly 154 µM), inactives show top-dose activation, usual class: activators; note: potency is the fitted concentration of half-maximal effect; nearly all actives have a fitted effect of over 50% in size
Target sequence (Q8WZA2 whole entry, looked up): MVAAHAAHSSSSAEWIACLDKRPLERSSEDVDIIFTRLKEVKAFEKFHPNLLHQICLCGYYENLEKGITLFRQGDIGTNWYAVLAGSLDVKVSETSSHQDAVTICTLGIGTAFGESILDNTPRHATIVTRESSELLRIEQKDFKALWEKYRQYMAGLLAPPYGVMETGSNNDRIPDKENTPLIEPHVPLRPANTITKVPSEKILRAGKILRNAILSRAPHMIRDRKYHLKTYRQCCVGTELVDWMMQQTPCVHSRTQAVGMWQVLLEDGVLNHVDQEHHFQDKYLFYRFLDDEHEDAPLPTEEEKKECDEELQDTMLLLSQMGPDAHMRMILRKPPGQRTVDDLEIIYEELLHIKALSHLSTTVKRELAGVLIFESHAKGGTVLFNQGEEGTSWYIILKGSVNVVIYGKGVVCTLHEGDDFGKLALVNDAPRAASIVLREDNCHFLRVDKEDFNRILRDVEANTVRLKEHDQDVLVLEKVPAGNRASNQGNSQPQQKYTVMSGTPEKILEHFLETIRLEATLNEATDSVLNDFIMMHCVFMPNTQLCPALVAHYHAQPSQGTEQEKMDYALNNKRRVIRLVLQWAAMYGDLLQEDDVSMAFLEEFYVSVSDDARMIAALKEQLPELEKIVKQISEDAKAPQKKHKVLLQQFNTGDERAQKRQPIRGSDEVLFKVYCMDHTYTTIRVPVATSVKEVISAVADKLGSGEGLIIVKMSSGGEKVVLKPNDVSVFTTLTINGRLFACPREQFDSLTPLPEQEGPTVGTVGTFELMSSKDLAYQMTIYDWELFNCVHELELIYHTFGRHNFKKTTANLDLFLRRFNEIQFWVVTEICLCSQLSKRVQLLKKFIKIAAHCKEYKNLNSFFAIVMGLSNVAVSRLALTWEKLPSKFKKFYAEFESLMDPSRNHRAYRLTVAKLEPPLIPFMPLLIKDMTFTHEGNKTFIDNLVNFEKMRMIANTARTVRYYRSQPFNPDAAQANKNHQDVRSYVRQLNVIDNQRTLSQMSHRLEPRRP
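Compounds were titrated in qHTS against a Rap1B-BODIPY-GDP (250 nM) complex with EPAC2 (100 nM) and GDP (50 uM). BODIPY-GDP release tracked at 480/540 nm over 30 min at room temperature, normalized to 6.5 mM cAMP.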
PLK1 PBD block: qHTS for Inhibitors of PLK1-PDB (polo-like kinase 1 - polo-box domain): Primary Screen; actives 2.8% (n = 360,000); Serine/threonine-protein kinase PLK1 (Homo sapiens), P53350; Plk1 PBD binding of FITC phosphopeptide, fluorescence polarization; Potency, µM, for the others: max response, negative = inhibition, hits mostly inhibitors; AID 720504, 2013; note: potency is the fitted concentration of half-maximal effect; series mostly up to about 57 µM; % is set by controls: 0 for no effect and ±100 for the full control effect; nearly all actives have a fitted effect of over 65% in size
WRN inhibitor: qHTS for Inhibitors of WRN Helicase; Bifunctional 3'-5' exonuclease/ATP-dependent helicase WRN (Homo sapiens), Q14191; WRN helicase unwinding, fluorescent forked duplex, kinetic; Potency, µM (doses to about 114 µM), without a hit: at the highest dose activity change, negative = inhibition, most hits filed as inhibitors; actives 0.46% (n = 360,000); AID 651768, 2012; note: potency is the fitted concentration of half-maximal effect; % is set by controls: 0 for no effect and ±100 for the full control effect; nearly all actives have a fitted effect of over 55% in size
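Enzyme (20 nM final) and test compound sit together 15 min at room temperature before substrate addition. Substrate is a single-forked duplex oligonucleotide (100 nM) labelled with fluorophore and quencher, with 2 mM ATP; helicase unwinding raises red fluorescence, read kinetically.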
EPAC1 ag: qHTS for Agonist of cAMP-regulated guanine nucleotide exchange factor 3 (EPAC1): primary screen | Rap guanine nucleotide exchange factor 3 (Homo sapiens), O95398 | EPAC1 agonist qHTS, biochemical assay; response scale: 100% = response to 6.5 mM cAMP | Potency, µM (series often up to 154 µM), inactives show at the highest dose activation, hits mostly activators | actives 0.073% (n = 360,000) | AID 720707, 2013; note: potency is the fitted concentration of half-maximal effect; nearly all actives have a fitted effect of over 60% in size
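Multi-concentration qHTS readout: loss of Rap1B-bound BODIPY-GDP fluorescence driven by 100 nM EPAC1 with excess GDP (50 uM), monitored kinetically at room temperature; agonist response expressed relative to 6.5 mM cAMP.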
EPAC1 antag: qHTS for Antagonist of cAMP-regulated guanine nucleotide exchange factor 3 (EPAC1): primary screen; AID 720709, 2013; EPAC1 GEF assay, Rap1b-BODIPY-GDP exchange fluorescence; actives 0.14% (n = 360,000); Potency, µM (titrated, usually from 115 µM), for inactives: at the top dose activity change, negative = inhibition, actives largely listed as inhibitors;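 note: potency is the fitted concentration of half-maximal effect; plate controls were vehicle for no effect and positive control for full effect; nearly all actives have a fitted effect of over 50% in size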
PI5P4Ka inh: qHTS for Inhibitors of phosphatidylinositol 5-phosphate 4-kinase (PI5P4K); Phosphatidylinositol 5-phosphate 4-kinase type-2 alpha (Homo sapiens), P48426; actives 1.2% (n = 330,000); PI5P4Kalpha enzyme, ADP-Glo luminescence, 60 min; active compounds read low; max response, %; active = max response of -50% or lower; inconclusive = between -30% and -50%; inactive = -30% or higher; note: value at the top dose of about 77 µM; % is set by controls: 0 for no effect and ±100 for the full control effect
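qHTS, 1536-well: enzyme/substrate mix, compound by pin tool, 5 microM ATP final; RT 60 min; ADP-Glo reagents 1 (45 min) then 2 (30 min); luminescence.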
* marks the source's active call; other numbers are inactive results; ? = inconclusive; . = no result given; [ ] = dose if it differs, or a comment. Unless noted, calls come from the whole dose curve; as a rule, active = well fitted curve in the direction sought with a large enough effect; inconclusive = small, poorly fitted or top-dose-only effect, or another doubt; inactive = no such curve, though single readings can be large; an effect the other way counts as inactive or inconclusive.

SMILES	CCT modulator	IL2 activator	EPAC2 ag	PLK1 PBD block	WRN inhibitor	EPAC1 ag	EPAC1 antag	PI5P4Ka inh
CC1(C)C2(C#N)C(N)=NC3(OCCO3)C12C#N (centres undefined)	1.7	1.3	-8%	-6%	-23%[57.1 µM]	-15%	12%	4
COc1ccccc1N1CCN(C2CCN(C(=O)COc3cccc(C)c3)CC2)CC1	1.7	-1.2	-3%	-8%	1%	4%	4%	3
Cc1[nH]c(=S)[nH]c(=O)c1Cc1ccc(OCC(C)C)cc1	-0.2	0.1	10%	-10%	10%	2%	-11%	3
CC(C)(C)Cc1nc(-c2ccc(Cl)cc2)no1	-0.3	2.1	10%	-5%	-5%	6%	11%	2
OC(c1ccccc1)C1CN(Cc2ccccc2)CCC1(O)c1ccccc1 (centres undefined)	-0.8	-3.0	3%	-14%	-7%	11%	3%	.
COc1cc(/C=N/NC(=O)c2ccncc2)ccc1OC(=O)c1ccco1	-4.0	0.1	14%	-21%	7%	1%	-5%	-10
CCOc1ccsc1C(=O)O	2.0	0.2	-5%	-6%	-10%	-1%	24%	2
O=S(=O)(NC1CCCCC1N1CCOCC1)c1ccc(Cl)cc1 (centres undefined)	0.1	-0.2	8%	-8%	9%	15%	20%	2
CCOCCCNC(=O)C(Cc1ccccc1)NS(=O)(=O)c1ccc2c(c1)c(=O)n(C)c(=O)n2C (centres undefined)	-4.0	-3.2	7%	-8%	-4%	3%	2%	4
O=c1cc(N2CCCCC2)c(-c2ccccc2)n[nH]1	-3.6	-0.3	2%	-1%	-4%[57.1 µM]	-3%	-15%	-3
CCCCCCCN1CCN=C1Nc1ccccc1	-0.4	-0.5	-1%	-18%	-1%	-18%	-1%	-6
CC(C)CC(=O)Nc1nnc(S(=O)(=O)N2CCCCCC2)s1	-1.8	-2.3	1%	0%	2%	1%	14%	1
Cc1cc2nncn2c(Cc2ccccc2)n1	-1.3	-2.6	4%	2%	-3%	-8%	-6%	-3
COc1ccc(/C=N/NC(=O)c2ccc(=O)[nH]n2)cc1OC	-0.8	0.3	-1%	-7%	-3%[57.1 µM]	-4%	4%	-3
CCN1CCN(c2ccc(S(=O)(=O)N3CCOCC3)cc2NC(=O)c2ccccc2OC(F)F)CC1	1.4	0.1	6%	2%	3%	13%	-2%	-1

Rewritten with two lines to a compound: 2 of the compounds above.
Fields – CCT modulator	IL2 activator	EPAC2 ag	PLK1 PBD block	WRN inhibitor	EPAC1 ag	EPAC1 antag	PI5P4Ka inh
O=S(=O)(NC1CCCCC1N1CCOCC1)c1ccc(Cl)cc1 (centres undefined)
    0.1	-0.2	8%	-8%	9%	15%	20%	2
CCOCCCNC(=O)C(Cc1ccccc1)NS(=O)(=O)c1ccc2c(c1)c(=O)n(C)c(=O)n2C (centres undefined)
    -4.0	-3.2	7%	-8%	-4%	3%	2%	4

Following part:
SMILES	CCT modulator	IL2 activator	EPAC2 ag	PLK1 PBD block	WRN inhibitor	EPAC1 ag	EPAC1 antag	PI5P4Ka inh
COc1ccc(NC(=O)CCCNS(=O)(=O)c2cccs2)cc1	0.0	1.4	5%	0%	0%	13%	-11%	-4
O=C(CN1C(=O)/C(=C2\SC(=S)N(CCS(=O)(=O)O)C2=O)c2ccccc21)Nc1cccc(Br)c1	0.0	0.4	-1%	6.7µM*	89µM*	-3%	?	-97*
Cc1ccc(-n2nc(C(=O)NCc3ccc(C)o3)c3c4ccccc4n(C)c3c2=O)cc1	-0.5	0.2	-3%	1%	-1%	0%	4%	-3
O=C(NNc1c2ccccc2nc2ccccc12)c1ccccc1Cl	-1.3	2.6	-14%	-1%	-13%	7%	3%	1
COc1ccc(N(CC(=O)NC2CCCCC2)C(=O)CNC(=O)c2ccco2)c(OC)c1	1.1	-1.9	2%	-1%	1%	-2%	5%	-5
COc1ccc(S(=O)(=O)N2CCC3CC2c2cc(N4CCOCC4)ccc23)cc1 (centres undefined)	2.1	-0.3	8%	-7%	-3%	-6%	18%	-2
O=C(Nc1ccc(Cl)cc1)Nn1cnc2ccccc2c1=O	-1.0	-3.3	6%	6%	-6%	11%	-9%	8
COC(=O)c1ccc(S(=O)(=O)N2CCCC2)o1	1.8	2.0	18%	-6%	-15%	-1%	-3%	4
CCOc1c(C)cnc2c1c(=O)n(Cc1cccc(Cl)c1)c(=O)n2C	-6.7	-4.7	6%	-14%	-20%	-6%	3%	2
N#CCSc1nc(N)c(C#N)c(C2CCCCC2)c1C#N	-0.3	-3.8	12%	-15%	-6%	5%	-28%	13
Cc1ccccc1NC(=O)C(=O)NCC1CCCN1S(=O)(=O)c1cccs1 (centres undefined)	1.6	-1.0	-2%	-3%	3%	-2%	8%	-8
O=C1NN(c2cccc(Br)c2)C(=O)/C1=C\c1ccccc1	-1.3	-0.7	1%	1.5µM*	?	10%	?	-21
COc1ccccc1NC(=O)CSc1nnc(CC(=O)Nc2cccc(C(F)(F)F)c2)n1C	-2.6	-0.6	-17%	-2%	5%	0%	6%	.
CS(=O)(=O)N1CCC(C(=O)O)CC1	0.8	-2.5	-2%	-10%	0%	3%	5%	.
Nc1ccc(C(=O)OCCc2ccccc2)cc1	-0.8	-2.2	12%	-8%	0%	-2%	-15%	17
CCC(=O)N/N=C(\C)CC(=O)Nc1ccc(Cl)cc1	-3.3	2.0	7%	-5%	1%	0%	-12%	-1
Cc1c(Cl)cccc1N=Cc1ccc([N+](=O)[O-])s1	1.3	-1.3	10%	-5%	-17%	3%	?	.
O=S(=O)(c1ccc(Cl)cc1)N1CCN=C1SCc1cccc(Cl)c1	-1.1	0.1	4%	5%	-16%	5%	2%	19
CC(C)(C)NC(=O)C(c1ccc(F)cc1)N(CC1CCCO1)C(=O)CCC(=O)Nc1ccccn1 (centres undefined)	-0.5	-2.7	4%	-10%	2%	2%	3%	-4
O=C(CCNS(=O)(=O)c1cccs1)NC1CCN(Cc2ccccc2)CC1	1.7	-1.6	-1%	0%	0%	5%	17%	-2
O=C(NCC(O)c1ccc([N+](=O)[O-])cc1)c1cccc(S(=O)(=O)N2CCOCC2)c1 (centres undefined)	0.6	-3.8	10%	-10%	-32%	0%	-1%	6
CCC1(C(=O)c2ccccc2)C(c2cccc([N+](=O)[O-])c2)C1(C(=O)OC)C(=O)OC (centres undefined)	-0.6	-2.9	19%	-5%	-8%	7%	-8%	3
O=C(O)c1ccccc1NC1CCCCC1NS(=O)(=O)c1ccccc1 (centres undefined)	1.7	-0.9	-1%	1%	-6%	10%	18%	0
Cc1ccc(S(=O)(=O)CCNC(=O)Cc2ccccc2)cc1	1.9	0.2	-4%	9.5µM*	-16%	12%	7%	-24
O=C(CCNS(=O)(=O)c1ccc(OC(F)(F)F)cc1)N1CCN(C/C=C/c2ccccc2)CC1	-3.3	-4.3	-6%	1%	-25%	-6%	-25%	1
Oc1ccc(C[C@@H]2CNCCN2CCCCC2CCCCC2)cc1	1.5	-0.6	-5%	0%	1%	-13%	-11%	6
CCOC(=O)c1ccc(NC(=O)CC2C(=O)OCCN2CC)cc1 (centres undefined)	-0.7	-5.4	4%	-5%	0%	-4%	8%	-17
COc1cc(CCC(=O)OCC(N)=O)cc(OC)c1OC	1.7	-0.2	12%	-13%	-14%	-5%	-16%	3
CCSC1=NC2(CCCCC2)Nc2sc3c(c21)CCCC3	-2.9	-3.0	12%	13µM*	-10%	10%	-16%	-26
COc1cc(Br)cc(C(=O)N2CCc3ccccc32)c1OC	0.4	0.3	11%	4%	-4%	6%	3%	6

Only WRN inhibitor, CCT modulator and PI5P4Ka inh, for 2 of the compounds above:
SMILES,WRN inhibitor,CCT modulator,PI5P4Ka inh
CCOC(=O)c1ccc(NC(=O)CC2C(=O)OCCN2CC)cc1 (centres undefined),0%,-0.7,-17
O=S(=O)(c1ccc(Cl)cc1)N1CCN=C1SCc1cccc(Cl)c1,-16%,-1.1,19

Sorted by value in EPAC1 ag (lowest first): some entries from above.
| SMILES | EPAC1 ag |
| --- | --- |
| O=C(CCNS(=O)(=O)c1ccc(OC(F)(F)F)cc1)N1CCN(C/C=C/c2ccccc2)CC1 | -6% |
| COc1cc(CCC(=O)OCC(N)=O)cc(OC)c1OC | -5% |
| CC(C)(C)NC(=O)C(c1ccc(F)cc1)N(CC1CCCO1)C(=O)CCC(=O)Nc1ccccn1 (centres undefined) | 2% |
| O=C(CCNS(=O)(=O)c1cccs1)NC1CCN(Cc2ccccc2)CC1 | 5% |
| O=C(O)c1ccccc1NC1CCCCC1NS(=O)(=O)c1ccccc1 (centres undefined) | 10% |

Later entries:
SMILES	CCT modulator	IL2 activator	EPAC2 ag	PLK1 PBD block	WRN inhibitor	EPAC1 ag	EPAC1 antag	PI5P4Ka inh
COc1ccccc1NS(=O)(=O)c1ccc(C(=O)NCCCN2CCCC2=O)cc1	-3.5	0.3	6%	-7%	0%	0%	0%	0
COc1ccc(Oc2coc3c(CN4CCOCC4)c(O)ccc3c2=O)cc1	0.4	0.4	-5%	-7%	-6%	-5%	-3%	-1
CC1(C)Cc2ccccc2-c2nnc(C(F)(F)F)n21	0.5	-2.3	0%	1%	-1%	-7%	17%	11
O=C(CCCN1C(=O)c2cccnc2C1=O)Nc1ccc(Br)cc1	-0.3	0.2	1%	-24%	-8%	12%	18%	8

Screening results deposited in PubChem BioAssay by National Center for Advancing Translational Sciences (NCATS).

This is a subset; rates above refer to the full screens.
